Screening results deposited in PubChem by several laboratories.
Granule exo inh: blocks lytic granule exocytosis; TALL-104 LAMP-1 surface exposure, flow cytometry; cells stimulated with thapsigargin and PMA; inhibition, % at 10 µM; hit rate 0.66% among 360,000; AID 651702;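 active means inhibition above about 55%, limit read from the data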
iPSC survival up: increases survival of single human iPS cells | hiPSC single-cell survival, ATPlite luminescence; 100% = ROCK inhibitor wells, 0% = DMSO | survival enhancement, % at 20 µM | hit rate 0.044% among 360,000; in the data active means survival enhancement above about 18%;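 further: cells exposed to compounds for 16 hours before the ATP read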
ABCB6 inh MLPCN: inhibitors of human ABC transporter ABCB6; hit rate 0.19% among 360,000; AID 602162; Q9NP58; K562-ABCB6 porphyrin accumulation, flow cytometry, 1 h; hits give low values; fluorescence ratio to DMSO, % at 10 µM;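 active means fluorescence ratio to DMSO below 75%, the collection mean minus 3 SD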;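 further: signal is porphyrin accumulated inside mitochondria; 100% equals median channel fluorescence of DMSO control wells; lower ratio means ABCB6 inhibition with less porphyrin fluorescence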
MC4R antag cAMP: human MC4R antagonism in cAMP assay | P32245 | MC4R-expressing cells, MTII-stimulated cAMP, LANCE TR-FRET | inhibition, % at 6.5 µM | hit rate 0.48% among 360,000 | AID 540295;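 active means inhibition above its plate's cutoff, the mean of tested wells on that plate plus 3 SD, cut at about 29% in these data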;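 further: 0% = Melanotan II alone and 100% = Melanotan II plus saturating MCL0020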
Target sequence (P32245 whole entry, looked up): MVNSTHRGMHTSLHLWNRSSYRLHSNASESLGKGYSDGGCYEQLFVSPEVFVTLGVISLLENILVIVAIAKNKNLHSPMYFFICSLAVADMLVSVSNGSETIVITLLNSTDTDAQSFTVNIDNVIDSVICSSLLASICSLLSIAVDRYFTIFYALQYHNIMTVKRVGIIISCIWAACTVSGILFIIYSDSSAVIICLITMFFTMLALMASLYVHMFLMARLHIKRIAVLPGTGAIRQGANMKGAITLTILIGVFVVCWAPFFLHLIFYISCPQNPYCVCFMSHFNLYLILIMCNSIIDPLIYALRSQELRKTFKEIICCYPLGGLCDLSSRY
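System – human MC4R-expressing U2OS cells · Also added – Melanotan II · Dosing – one concentration, 6.5 µM nominal · Timing – 30-min compound, 1-h challenge, 1-h detection, room temperature · Measured by – Eu-cAMP/anti-cAMP TR-FRET, emission 671 nm · Replicates – singlicate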
m5-HT2A agonist: mouse HTR2A agonism via beta-arrestin recruitment. CHO-K1 mHTR2A beta-arrestin complementation, luminescence; percent of 30 µM serotonin response. activation, % at 7.6 µM. hit rate 0.66% among 360,000;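 active means activation above a run cutoff, the mean activation of all tested compounds plus 3 SD, cut at about 14% in these data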;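 further: 0% = plate median of compound wells and 100% = 30 µM serotonin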
Target sequence (P35363 whole entry, looked up): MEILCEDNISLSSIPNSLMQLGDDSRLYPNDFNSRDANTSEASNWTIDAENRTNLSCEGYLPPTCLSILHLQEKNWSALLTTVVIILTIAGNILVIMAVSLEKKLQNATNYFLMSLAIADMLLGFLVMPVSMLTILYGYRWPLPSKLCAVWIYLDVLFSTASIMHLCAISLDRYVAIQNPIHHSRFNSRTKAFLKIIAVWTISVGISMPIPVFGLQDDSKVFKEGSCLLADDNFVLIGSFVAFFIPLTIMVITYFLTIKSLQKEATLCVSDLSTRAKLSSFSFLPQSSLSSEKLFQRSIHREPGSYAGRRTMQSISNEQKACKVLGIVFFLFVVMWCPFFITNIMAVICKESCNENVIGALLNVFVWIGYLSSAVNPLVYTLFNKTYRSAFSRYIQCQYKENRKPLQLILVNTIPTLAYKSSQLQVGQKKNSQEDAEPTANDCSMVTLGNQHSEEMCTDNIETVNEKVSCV
MC4R barr agon: human MC4R agonism via beta-arrestin; activation, % at 8.9 µM; U2OS MC4R beta-arrestin complementation, luminescence; percent of melanotan II response, DMSO zero; hit rate 0.98% among 360,000; P32245; AID 540308;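 active means activation above a per-plate cutoff, the mean activation of sample wells on that plate plus 3 SD, cut at about 8% in these data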
aDG glyco act: alpha-DG glycosylation activation; Pro5-aDG cells, alpha-DG glycosylation AlphaScreen (IIH6); 0% Pro5, 100% B10-LARGE cell signal; activation, % at 10 µM; hit rate 0.22% among 360,000;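 active means activation of at least 8% versus controls, or a plate z-score of at least 8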;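 further: Pro5 are CHO cells carrying HIG-tagged alpha-DG that lacks glycosylation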
Glyco luc inh: blocks N-linked glycosylation in D54 reporter cells; D54 ERlucT glycosylation luciferase reporter, 24 h; percent of 100 nM tunicamycin response; reporter increase, % at 12.5 µM; hit rate 0.23% among 360,000;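 active means mean luciferase reporter signal, scaled so untreated is 0 and the glycosylation-blocking control 100, at or above a set limit in every replicate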;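 further: luciferase carries N-glycosylation sites so blocking glycosylation raises the light; 0% = median of neutral control wells and 100% = median of 100 nM tunicamycin wells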
ABHD5 PLIN5 PPI: inhibitors of human ABHD5-perilipin-5 interaction; inhibition, % at 4 µM; Split G. princeps luciferase complementation, luminescence, 4 h; AID 602281; hit rate 0.78% among 360,000; Q00G26+Q8WTS1;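 active means inhibition above the mean inhibition across every tested compound plus 3 SD, cut at about 22% in these data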;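 further: 0% = DMSO only wells and the 100% control is not disclosed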
H9c2 protect: myocardial damage modulation in H9c2 cells. H9c2 cardiomyocytes, H2O2 injury protection, ATPLite, 2 h. protection from H2O2 cell death, % at 20 µM. hit rate 0.63% among 360,000. AID 588492;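 active means compounds giving at least 50% protection of heart cells from peroxide-induced death in the single-dose screen, raw or plate-pattern-corrected value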;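 further: 0% = DMSO wells with peroxide and 100% = DMSO wells without peroxide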
* marks the source's active call; other numbers are inactive results; nt = not tested or not shown. An unsorted share of the library. About 4.5% of those tested had a hit in this group.

SMILES	Granule exo inh	iPSC survival up	ABCB6 inh MLPCN	MC4R antag cAMP	m5-HT2A agonist	MC4R barr agon	aDG glyco act	Glyco luc inh	ABHD5 PLIN5 PPI	H9c2 protect
CC(O)Cn1c(N2CCCC2)nc2c1c(=O)n(C)c(=O)n2C (stereo not drawn)	-4	-0.2	95	3	3	-1.3	0.1	3	6	-4
CC1(c2ccc3ccccc3c2)NC(=O)N(CC(=O)N2CCN(Cc3ccccc3)CC2)C1=O (stereo not drawn)	1	-1.9	91	2	14	-0.5	1.0	-5	11	-25
Clc1ccc(-c2csc3ncnc(N4CCc5ccccc5C4)c23)cc1	-1	-1.7	95	16	6	1.4	0.1	-8	7	-8
Nc1nc(CN2CCN(Cc3ccccc3)CC2)nc(Nc2ccccc2)n1	1	-1.6	99	9	-6	-0.6	-0.1	1	-3	7
Cn1c(CNc2ccc(F)cc2)nnc1SCC(=O)NNC(=O)Cc1ccccc1	2	0.3	104	12	3	1.1	-0.5	3	-2	17
CSc1nnc(-c2ccc(C(F)(F)F)nc2C)o1	-10	0.6	96	-2	3	0.0	0.0	2	3	2
O=S(=O)(Nc1ncccc1O)c1ccc(Cl)cc1	-1	1.1	97	7	-2	0.5	-0.1	-3	2	1
COc1ccc(/C=N/N=C2/NC(=O)C(CC(=O)O)S2)cc1OCc1ccccc1Cl (stereo not drawn)	1	-0.5	103	3	1	-1.8	-0.1	3	1	-6
CC1(C)Cc2c(ccc3ccccc23)-c2nnc(-c3cccnc3)n21	-2	-0.9	102	-11	0	-3.1	-0.2	-2	7	19
CN(CCN1CCOCC1)Cc1nc(-c2ccc3c(c2)OCO3)no1	0	0.8	97	17	3	-3.2	0.1	0	-7	0
CC(C)OC(=O)CSc1nc(Cc2ccccc2)nc2ccccc12	5	-1.8	92	15	-4	-3.3	0.3	-2	-2	-7
CCCCCCCCOC(=O)/C=C/c1c(C)[nH]c(=O)[nH]c1=O	8	6.5	102	-1	-2	-2.7	3.5	-6	-3	-5
CC(=O)C1=CCC(c2ccccc2F)N(S(=O)(=O)c2ccc(C)cc2)C1 (stereo not drawn)	7	-1.2	97	nt	-8	nt	0.2	6	-1	4
C/C(CC(=O)Nc1cccc(Cl)c1C)=N\NC(=O)C(=O)NCC(C)C	7	-2.2	98	4	-2	1.6	-0.1	-1	-2	1
CCOC(=O)C1CCCN(C(=O)c2ccc3ccccc3c2)CC1 (stereo not drawn)	-2	-1.9	97	-4	2	-1.9	0.5	1	2	0
CN(C)C(=O)c1cn(CCC#N)nc1-c1ccc2ccccc2c1	-6	-0.6	96	7	-1	-0.6	0.0	2	-5	6
Cc1ccccc1OCC(=O)OCC(=O)c1c[nH]c2ccccc12	7	0.1	91	-1	1	0.8	0.1	-1	4	-2
O=C(c1ccccc1)N1CCN(S(=O)(=O)N2CCCCC2)CC1	1	1.8	98	2	1	-1.6	0.9	-1	-1	9
CC(C)(C)C(=O)C(Cc1ccccc1Cl)n1cncn1 (stereo not drawn)	13	0.6	102	0	0	-2.8	0.0	1	-6	3
Cc1ccc(OCC(=O)Nc2cc(NC(=O)COc3ccc(C)cc3)cc(C(=O)O)c2)cc1	6	0.8	99	6	5	-0.2	-0.2	-1	2	-2
COc1ccc(OC)c(S(=O)(=O)Nc2ccccc2C(=O)O)c1	-1	1.5	103	0	-1	-1.6	-0.2	1	-10	2
Cc1cccc(CSc2nnc(C)c(=O)n2N)c1	-4	2.6	99	2	3	-1.3	-0.3	0	7	3
COc1ccc(NC(=O)CN(C)CC(=O)Nc2cccc(C(F)(F)F)c2)cc1	7	-0.9	104	3	-6	-1.7	1.9	4	0	-7
N#Cc1nc(-c2ccco2)oc1N1CCN(c2ccccc2)CC1	-2	0.3	98	7	-9	1.0	-0.1	2	-1	2
Cc1nc(C(F)(F)F)ccc1C(=O)NCC(O)c1ccccc1 (stereo not drawn)	3	1.3	95	6	-16	0.3	0.0	3	3	1
Cc1ccc(S(=O)(=O)N2CCOCC2)cc1NC(=O)Nc1ccc([N+](=O)[O-])cc1	-8	-0.3	96	4	-1	-1.2	-0.4	-5	-2	-11
CCCCOc1cccc(C2C(C(=O)c3ccc(C)o3)=C(O)C(=O)N2Cc2ccco2)c1 (stereo not drawn)	2	-0.4	102	6	3	-2.6	0.0	0	-12	17
Cc1ccc2c(c1)C(=O)C(=O)N2c1ccc(C(F)(F)F)cc1	-8	-1.3	106	-6	0	-2.0	0.1	4	3	3
COc1ccc(CCCC(=O)O)c(C)c1	0	-1.0	87	7	5	3.0	-0.4	0	-6	-6
O=[N+]([O-])c1cc(S(=O)(=O)Nc2ccc(Cl)cc2)ccc1N/N=C/c1ccncc1	3	-0.6	101	-2	0	-3.2	-0.4	-12	1	-8
CN(Cc1ccccc1F)c1ncnc2sccc12	4	-0.3	100	0	3	0.7	0.1	-5	4	-5
Cc1ccc(S(=O)(=O)N2CCCCC2C(=O)Nc2nncs2)cc1 (stereo not drawn)	-5	-0.1	98	18	0	-0.4	-0.2	-2	0	4
COCCc1nn2c(=O)cc(COC(=O)c3cc(OC)c(OC)c(OC)c3)nc2s1	0	-0.3	95	-5	4	-1.6	-0.1	-1	8	-3
Cc1nnc(SCC(=O)N(Cc2ccccc2)C(C)C)n1-c1ccccc1	5	5.4	101	3	-2	-1.8	0.0	0	1	-1
O=C(COC(=O)CCC(=O)c1ccc(F)cc1)Nc1nnc(-c2ccccc2)o1	3	-0.5	92	17	0	-4.8	-0.5	1	-6	25
CNC(=O)NC(=O)COC(=O)CCCSc1nc2ccccc2s1	-2	2.8	95	23	-1	-0.6	-0.1	1	0	6
CNc1ccc(/C=C\CCCO)cn1	0	6.1	93	5	6	0.2	0.0	0	4	1
Cc1ccc(S(=O)(=O)Nc2ccccc2C(=O)NCc2cccnc2)cc1	0	1.8	104	-1	-2	-0.5	-0.4	4	1	16
Cc1ccc(S(=O)(=O)c2nc(S(=O)(=O)c3ccccc3)sc2N2CCN(CCO)CC2)cc1	0	-0.2	100	2	-1	-4.1	0.1	-10	0	2
Cc1c(O)ccc(NC(=O)/C=C/c2ccccc2)c1C	0	0.5	98	4	-2	-0.5	1.4	-1	-8	3
Cc1ccc(CNC(=O)CCc2cn(C)c3ccccc23)cc1	-18	-0.3	90	-1	-1	-2.9	0.0	-1	-1	8
CCOc1cccc(=O)c2c(C)n(Cc3ccccc3)c(C)c12	-2	0.7	85	-6	4	-0.8	0.0	1	1	9
COc1ccc(C2CC(c3cccs3)=NN2C(=O)CN2CCCCC2)cc1 (stereo not drawn)	-1	0.6	102	-6	3	1.3	0.2	0	-7	12
CCCCCCn1c(C)nc2c(c1=O)c1nc3ccccc3nc1n2/N=C/c1ccco1	6	2.0	97	-1	-2	25*	-0.5	7	4	90*
O=C(O)/C=C/C(=O)Nc1ccc(F)cc1F	-6	-1.7	98	4	5	-1.5	0.0	3	5	-2
CCCCNC(=O)c1cn(-c2ccc(OCC)cc2)c(=O)c2cc(OC)c(OC)cc12	-1	-2.7	92	-1	1	1.8	-0.2	nt	0	65*
CC1=C(C(N)=O)C(c2ccc(Cl)cc2)NC(=O)N1 (stereo not drawn)	-5	0.8	98	4	0	-1.3	-0.2	4	2	8
Cc1ccc(S(=O)(=O)Oc2ccccc2N2C(=O)C3C4CCC(C4)C3C2=O)cc1 (stereo not drawn)	2	-0.6	99	4	1	-0.1	0.0	0	3	2
CCCc1nnc(SCC(=O)O)n1CC	-1	0.0	99	1	3	-0.5	0.0	1	-3	5
CN(C)c1ccc(C(C(=O)NC2CCCC2)N(Cc2cccnc2)C(=O)c2snc(C(N)=O)c2N)cc1 (stereo not drawn)	-3	0.9	97	2	5	-1.0	-0.1	0	0	10
CC(=O)Oc1ccc(N2C(=O)C3C(C2=O)C2C=CC3C23CC3)cc1[N+](=O)[O-] (stereo not drawn)	-1	0.4	103	-4	4	-1.1	0.8	1	1	3
Cc1nc(CN(C)C(=O)C2CCC(=O)N(CCc3cccc(F)c3)C2)cs1 (stereo not drawn)	-1	0.0	93	6	-1	-2.4	0.0	3	7	0
O=C(c1cc(Cl)ccc1OCc1ccccc1)N1CCOCC1	-3	-0.4	97	1	-4	-2.7	0.1	-1	4	-1
CC1C2CC(C/C2=N/NC(=O)c2cccs2)C1(C)C (stereo not drawn)	-2	1.9	103	16	-1	0.7	-0.1	1	-1	14
CC1CN(c2ccc(S(=O)(=O)N3CCOCC3)cn2)CC(C)O1 (stereo not drawn)	-1	-1.1	104	1	2	-1.6	0.0	0	7	9
O=C1CCN(Cc2cccnc2)CCN1[C@H](CO)c1ccccc1	-1	-0.1	97	-5	0	-1.0	0.1	2	4	3
Cc1cc(C)nc(NS(=O)(=O)c2ccc(N/C=C\C(=O)c3cccs3)cc2)n1	-4	-1.6	102	19	-5	2.1	1.1	-1	3	5
COc1ccc(C2NC(=S)NC3=C2CCCC3=C2SCCS2)cc1 (stereo not drawn)	1	-2.6	101	-2	4	0.3	-1.0	593*	-13	-4
CCCCn1c(SCC(=O)Nc2cc(C)[nH]n2)nc2ccsc2c1=O	-1	-0.9	97	7	-4	0.8	0.1	7	-3	6
Nc1cccc2cc(-c3ccccc3)oc12	-1	-2.4	98	5	-1	0.1	0.0	1	-1	-13

Complete entries, looked up by structure. Order of values: Granule exo inh | iPSC survival up | ABCB6 inh MLPCN | MC4R antag cAMP | m5-HT2A agonist | MC4R barr agon | aDG glyco act | Glyco luc inh | ABHD5 PLIN5 PPI | H9c2 protect
O=C(c1cc(Cl)ccc1OCc1ccccc1)N1CCOCC1 as listed: -3 | -0.4 | 97 | 1 | -4 | -2.7 | 0.1 | -1 | 4 | -1
COc1ccc(OC)c(S(=O)(=O)Nc2ccccc2C(=O)O)c1 as listed: -1 | 1.5 | 103 | 0 | -1 | -1.6 | -0.2 | 1 | -10 | 2
COCCc1nn2c(=O)cc(COC(=O)c3cc(OC)c(OC)c(OC)c3)nc2s1 as listed: 0 | -0.3 | 95 | -5 | 4 | -1.6 | -0.1 | -1 | 8 | -3

Next structures
SMILES	Granule exo inh	iPSC survival up	ABCB6 inh MLPCN	MC4R antag cAMP	m5-HT2A agonist	MC4R barr agon	aDG glyco act	Glyco luc inh	ABHD5 PLIN5 PPI	H9c2 protect
CCOc1cccc(C(=O)Nc2cccc(NC(=O)c3ccco3)c2)c1	1	0.1	95	19	-3	-2.4	0.1	-2	-6	-1
N#C/C(=C\c1cn(Cc2cccc(F)c2)c2ccccc12)C(=O)NCc1ccco1	10	0.7	96	-1	-4	31*	0.2	-6	-2	-3
CC(=O)Nc1ccc(NC(=O)C(C)OC(=O)C2CC(=O)N(CCc3ccccc3)C2)cc1 (stereo not drawn)	-12	1.0	98	6	2	-5.0	0.6	1	-10	0
Cc1ccc(-c2nnc(SCC(=O)NCC3CCCO3)n2C)cc1 (stereo not drawn)	11	4.4	94	0	2	-2.7	-0.4	5	-7	5
CCCC(C)C(=O)Nc1ccc(S(=O)(=O)N2CCCC2)cc1 (stereo not drawn)	4	3.0	95	5	-2	-0.9	0.0	0	-9	14
Cc1nc(-c2ccc(C(=O)Nc3ccc(F)cc3)cc2)cs1	1	-2.2	95	2	6	6.5	0.4	-10	1	-17
